# Bioassay records deposited in PubChem BioAssay by National Center for Advancing Translational Sciences (NCATS).
# TDP1 block: inhibitors of human tyrosyl-DNA phosphodiesterase TDP1 | Q9NUW8 | recombinant TDP1, AlphaScreen DNA substrate cleavage | Potency, µM (highest dose often 130 µM), for the others: at the top dose activity change, negative = inhibition, most hits filed as inhibitors | 350,000 tested, 0.28% active | AID 485290; note: nearly all actives have a fitted effect of over 40% in size
# Target sequence (Q9NUW8 whole entry, looked up): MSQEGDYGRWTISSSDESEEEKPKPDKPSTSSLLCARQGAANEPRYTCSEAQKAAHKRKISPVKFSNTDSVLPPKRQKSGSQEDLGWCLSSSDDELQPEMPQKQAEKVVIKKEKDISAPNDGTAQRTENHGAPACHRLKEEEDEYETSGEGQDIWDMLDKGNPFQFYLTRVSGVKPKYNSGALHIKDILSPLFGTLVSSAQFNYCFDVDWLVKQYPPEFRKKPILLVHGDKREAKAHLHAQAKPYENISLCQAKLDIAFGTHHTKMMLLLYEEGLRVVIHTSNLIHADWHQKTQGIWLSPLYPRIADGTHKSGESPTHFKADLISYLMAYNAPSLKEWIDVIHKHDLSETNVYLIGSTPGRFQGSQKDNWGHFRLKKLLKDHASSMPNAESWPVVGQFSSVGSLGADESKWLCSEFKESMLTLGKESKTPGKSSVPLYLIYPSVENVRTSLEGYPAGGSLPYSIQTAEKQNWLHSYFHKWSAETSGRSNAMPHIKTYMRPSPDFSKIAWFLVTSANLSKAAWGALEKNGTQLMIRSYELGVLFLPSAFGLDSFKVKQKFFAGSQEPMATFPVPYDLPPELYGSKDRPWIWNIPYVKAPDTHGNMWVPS
#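 Tdp1 1 nM final; 15 min RT w/ cpd; substrate 15 nM, 5 min; beads 10 ug/ml, 10 min; AlphaScreen read. Neg ctrl: no enzyme.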
# GCN5L2 inh: inhibitors of human GCN5L2 histone acetyltransferase | 390,000 tested, 0.21% active | Potency, µM (highest dose often 58.9 µM), for inactives: top-dose activity change, negative = inhibition, hits mostly inhibitors | AID 504327 | GCN5L2 HAT assay, ThioGlo1 CoA-SH fluorescence | Q92830
#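 Compounds, pin-transferred from DMSO stocks, meet 20nM GCN5L2 for 15 min before the reaction begins with H3(1-25) peptide (75uM) and acetyl-CoA (70uM). Thiol-reactive ThioGlo1 reports CoA release over 20 min at room temperature.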
# TDP1 cell noCPT: qHTS for Inhibitors of human tyrosyl-DNA phosphodiesterase 1 (TDP1): qHTS in cells in absence of CPT; Potency, µM (highest dose often 46.2 µM), inactives show at the highest dose activity change, negative = growth inhibition, hits mostly inhibitors; 420,000 tested, 15% active; AID 686978, 2013; DT40 Tdp1-/- hTDP1 cells, no CPT, ATP luminescence, 48 h; note: nearly all actives have a fitted effect of over 55% in size
#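 Stably hTDP1-transfected Tdp1-null chicken DT40 cells were treated with library compounds minus camptothecin and grown for at least 48 hr at 37 °C, after which cellular ATP was quantified by luminescence.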
# * hit, by the source's call; u = inconclusive; x = no result given; [ ] = remark or other dose. Calls come from the whole dose curve; as a rule, active = well fitted curve in the direction sought with a large enough effect; inconclusive = small, poorly fitted or top-dose-only effect, or another doubt; inactive = no such curve, though single readings can be large; an effect the other way counts as inactive or inconclusive. % is set by controls: 0 for no effect and ±100 for the full control effect; potency is the fitted concentration of half-maximal effect.
SMILES,TDP1 block,GCN5L2 inh,TDP1 cell noCPT
COc1ccc(C(=O)N2CCCC(c3ccccc3)C2)cc1 (stereo unspecified),2%,-2%,u
CCN(CC)C(=O)c1ccc(/C=C/c2c[nH]c3ccccc23)[n+](C)c1,6%,-8%,u
Cc1[nH]n(-c2ccc(Cl)cc2)c(=O)c1/C=N/n1c(C)nc2ccccc2c1=O,17%[56.1 µM],2%,18µM*
CCOc1ccc(NC(=O)CN(c2ccc(OC)cc2)S(C)(=O)=O)cc1,-3%,0%,4%
Cc1ccc2cc(CN(Cc3nnnn3C3CCCC3)C3CCCCC3)c(=O)[nH]c2c1C,3%,-6%,-5%
N#CC(c1ccc(Cl)cc1)c1ccc(Cl)nn1 (stereo unspecified),4%,-13%,-25%
COC(=O)CCC(=O)N1CCc2cc(S(=O)(=O)N3CCc4ccccc43)ccc21,3%,-7%,-17%
Cc1cc2ccccc2n1CCNC(=O)c1cccc(Cl)c1,0%,-7%,7.3µM*
CCN(C(=O)CSc1nnc(-c2ccc(OC(F)F)cc2)n1N)C1CCS(=O)(=O)C1 (stereo unspecified),x,3%,-2%
COc1ccc(Oc2cc(Cl)nc(N)n2)cc1,-5%,-2%,4%
COCCSc1nnc(NC(=O)C2CC(=O)N(c3ccc(C)cc3)C2)s1 (stereo unspecified),-5%,-15%,-8%
CC1CCCC(NC(=O)CSc2nccn2C)C1C (stereo unspecified),-2%,-2%,-6%
COc1ccc2sc(-c3ccc(S(C)(=O)=O)cc3)c(-c3ccc(C(N)=O)cc3)c2c1,-1%,-1%,-2%
COc1ccc(-c2csc(NC(=O)c3cccs3)c2C(=O)O)cc1OC,4%,-11%,-5%
O=C(CSc1cn(CC(=O)N2CCCCC2)c2ccccc12)NCc1ccccc1Cl,5%,-1%,u
Cc1csc(NC(=O)CSc2nnc(C)c(=O)n2N)n1,0%,20%,-7%
Cc1cccc2sc(N3CCN(C(=O)c4ccco4)CC3)nc12,-5%,-8%,u
COc1ccc(NC(=O)c2ccc(OCc3c(C)noc3C)c(OC)c2)cn1,5%,3%,u
O=C1CC(c2ccc(O[C@@H]3OC(CO)[C@@H](O)C(O)C3O)cc2)Oc2cc(O)ccc21 (stereo partly specified),7%,x,-6%[9.04 µM]
COc1ccc(NS(=O)(=O)c2cccc(C(=O)NN=C(C)c3ccco3)c2)cc1,2%,-5%,u

# Single records (already shown).
# Cc1csc(NC(=O)CSc2nnc(C)c(=O)n2N)n1 as listed: TDP1 block: 0%; GCN5L2 inh: 20%; TDP1 cell noCPT: -7%
# CCN(CC)C(=O)c1ccc(/C=C/c2c[nH]c3ccccc23)[n+](C)c1 as listed: TDP1 block: 6%; GCN5L2 inh: -8%; TDP1 cell noCPT: u
# Cc1ccc2cc(CN(Cc3nnnn3C3CCCC3)C3CCCCC3)c(=O)[nH]c2c1C as listed: TDP1 block: 3%; GCN5L2 inh: -6%; TDP1 cell noCPT: -5%

# Among those listed so far, 3 have an NH in an aromatic ring.
SMILES,TDP1 block,GCN5L2 inh,TDP1 cell noCPT
CCN(CC)C(=O)c1ccc(/C=C/c2c[nH]c3ccccc23)[n+](C)c1,6%,-8%,u
Cc1[nH]n(-c2ccc(Cl)cc2)c(=O)c1/C=N/n1c(C)nc2ccccc2c1=O,17%[56.1 µM],2%,18µM*
Cc1ccc2cc(CN(Cc3nnnn3C3CCCC3)C3CCCCC3)c(=O)[nH]c2c1C,3%,-6%,-5%

# The list continues.
SMILES,TDP1 block,GCN5L2 inh,TDP1 cell noCPT
CN1CCN(C(=O)CSc2nnc(COc3ccccc3)o2)CC1,x,-1%,u
COc1cccc(C(c2nnnn2CCc2ccccc2)N2CCN(c3ccccc3)CC2)c1OC (stereo unspecified),2%,-5%,u
Cc1cc(C)n(CC(=O)N/N=C/c2cc([N+](=O)[O-])ccc2O)n1,1%,-4%,15µM*
CCCCN(C(C)=O)C1CC(=O)N(c2ccc(OCCC)cc2)C1=O (stereo unspecified),x,-4%,-8%
Cc1cccc(CN2CCN(CC(=O)NCCCN3CCCC3=O)C2=O)c1,5%,-15%,6%
Cc1cc(C)c(C#N)c(OCC(=O)c2ccc(Br)cc2)n1,-6%,1%,-22%
COc1cc(OC)cc(-c2c(-c3ccc(F)cc3)c3cc(-c4cnc(OC)nc4)ccc3n2C)c1,1%,-6%,13µM*
O=c1c2[nH]cnc2n(-c2ccccc2)c(=O)n1Cc1ccccc1,x,0%,0%
COc1cc2c(cc1OC)C1(Nc3c-2c(-c2ccccc2)nn3-c2ccccc2)C(=O)Nc2ccccc21 (stereo unspecified),4%,-12%,u
Cc1csc2c(=O)sc(NC(=O)c3ccco3)nc12,x,-2%,-32%
C=CCn1c(COc2cccc(C)c2)nnc1SCC(=O)NC(=O)NCc1ccco1,x,-25%,3%
O=C(COC(=O)C1CCC(=O)N1)Nc1ccccc1OC(F)F (stereo unspecified),3%,3%,20%
CN(C)/C=C/C(=O)c1ccc(Cl)cc1,-2%,-9%,-7%
C=CC[C@@H](CC(=O)NCCO)C(=O)NCCOC(=O)[C@@H](CC=C)Cc1ccc(F)cc1,1%,-2%,-10%
Cc1ccc(SCc2cn3c(C)cc(C)nc3n2)cc1,x,1%,-19%
CCCCCNC(=O)c1ccc2c(=O)n(CCc3ccccc3)c(=O)[nH]c2c1,3%,-4%,-14%
COCC(C)n1c(SCC(=O)N2CCOCC2)nc2ccccc2c1=O (stereo unspecified),2%,-3%,u
Cc1nc(SCC(=O)Nc2ccc(Br)cc2)[nH]c(=O)c1Cc1ccccc1,x,0%,-29%
Cc1ccc(C(=O)N/N=C\c2cc3c(cc2Br)OCO3)s1,u,1%,u
Cn1c(=O)[nH]c(=O)c2[nH]c(CN3CCN(Cc4ccccc4)CC3)nc21,x,-11%,0%

# 3 neighbouring compounds from above:
SMILES,TDP1 block,GCN5L2 inh,TDP1 cell noCPT
COc1ccc(C(=O)N2CCCC(c3ccccc3)C2)cc1 (stereo unspecified),2%,-2%,u
CCN(CC)C(=O)c1ccc(/C=C/c2c[nH]c3ccccc23)[n+](C)c1,6%,-8%,u
Cc1[nH]n(-c2ccc(Cl)cc2)c(=O)c1/C=N/n1c(C)nc2ccccc2c1=O,17%[56.1 µM],2%,18µM*

# Following part
SMILES,TDP1 block,GCN5L2 inh,TDP1 cell noCPT
CCOc1ccc(NC(=O)C(c2ccccn2)N(C(=O)CCl)c2ccc(OCC)cc2)cc1 (stereo unspecified),7%,30%[activator],u
COc1ccc(C2=C(C=C(C#N)C#N)C(c3ccccc3C)c3ccccc3O2)cc1OC (stereo unspecified),8%,-7%,21µM*
O=C(c1cnc(N2CCCCC2)c2ccccc12)N1CCN(c2ccc(Cl)cc2)CC1,-2%,-19%,23µM*
O=c1[nH]cnc2scc(-c3ccccc3)c12,3%,-9%,-18%
CC(C)(C)NC(=S)N/N=C\c1ccc(-c2ccc([N+](=O)[O-])cc2)o1,x,-4%,9.2µM*
CC(NC(=O)Nc1ccc(F)cc1)c1ccc2c(c1)OCO2 (stereo unspecified),3%,-6%,5%
O=C(CCN1C(=O)C2C3C=CC(C3)C2C1=O)Oc1ccc2ccccc2c1 (stereo unspecified),0%,-6%,-4%
CC(C)c1nc(SCC(=O)Nc2c[nH]c(=O)[nH]c2=O)c2cnn(-c3ccccc3)c2n1,-6%,-4%,u
CCc1cccc(C)c1NC(=O)c1cn2c3c(ccc(Cl)c3c1=O)OC(C)C2 (stereo unspecified),-2%,-15%,u
CCC(C)(NC(=O)c1ccccn1)C(=O)NC1CCCCC1 (stereo unspecified),-1%,-3%,11%
C#CCn1c(=NC(=O)c2cccs2)sc2cccc(OCC)c21,7%,3%,21µM*
COc1ccc(S(=O)(=O)N2CN(Cc3ccco3)c3nc4ccccc4nc32)cc1,7%,-21%,u
COc1cc2ccccc2cc1C(=O)Nc1ccc2oc(=O)ccc2c1,x,-6%,-16%
CCOCCn1c(C)c(C(=O)OCC)c2cc(O)c3ccccc3c21,2%,-4%,u
CCC(=O)N1CCc2cc(Br)cc(S(=O)(=O)CCC(=O)NCc3ccc(C)cc3)c21,3%,3%,0%
Cc1ccc(S(=O)(=O)CC(=O)Nc2ncc([N+](=O)[O-])s2)cc1,0%,-1%,-23%
CC(C)C(c1nnnn1Cc1ccc(F)cc1)N1CCN(Cc2ccc3c(c2)OCO3)CC1 (stereo unspecified),-1%,-1%,u
N#Cc1nc(-c2cccs2)oc1N1CCN(Cc2ccccc2)CC1,11%,-9%,u
CCOc1cc2c(cc1OCC)C(c1ccccc1OC)OC(=O)C2 (stereo unspecified),8%,2%,5%
Cc1ccc(S(=O)(=O)NNC(=O)C2CCN(S(=O)(=O)c3ccc(C)cc3)CC2)cc1,1%,-3%,-1%

# Part of the list above, field by field:
CCC(C)(NC(=O)c1ccccn1)C(=O)NC1CCCCC1 (stereo unspecified)
  TDP1 block: -1%; GCN5L2 inh: -3%; TDP1 cell noCPT: 11%

C#CCn1c(=NC(=O)c2cccs2)sc2cccc(OCC)c21
  TDP1 block: 7%; GCN5L2 inh: 3%; TDP1 cell noCPT: 21µM*

# Later entries:
SMILES,TDP1 block,GCN5L2 inh,TDP1 cell noCPT
CC1CCN(C(=O)c2[nH]cnc2C(=O)N[C@@H](C)c2ccccc2)CC1,0%,-5%,-21%
CN(C)S(=O)(=O)c1ccc(Cl)c(C(=O)Nc2nc3ccccc3[nH]2)c1,2%,-4%,-23%
CC(C)CN1C(=O)C(=O)N(CC(=O)Nc2cc(Cl)ccc2Oc2ccccc2)C1=O,7%,-15%,5%
CSc1ncccc1C(=O)NCC1CCCCC1,-3%,-7%,23%
O=C(COc1ccc2c3c(c(=O)oc2c1)CCCC3)NCCCN1CCOCC1,8%,-2%,4%
CC(=O)N1N=C(c2cccs2)CC1c1ccc(Br)cc1 (stereo unspecified),x,-13%,u
CCN(CC)C(=O)CN1C(=O)C2(OCC(C)(c3ccccc3)CO2)c2ccccc21 (stereo unspecified),2%,0%,-28%
Cc1c(C2Nc3ccccc3C(=O)N2O)cnn1C (stereo unspecified),2%,-2%,-8%
Cc1ccccc1NC1=C(Cl)C(=O)OC1OC(C)C (stereo unspecified),-6%,0%,-8%
COC(=O)c1c(NC(=O)c2ccco2)sc2c1CCN(C(C)C)C2,4%,-4%,-12%
COCC(C)Nc1ccc(S(=O)(=O)N2CCCC2)cc1[N+](=O)[O-] (stereo unspecified),7%,-3%,u
Cn1cnc2c(=O)oc3ccc(S(=O)(=O)Nc4ccc(F)cc4)cc3c21,3%,-1%,-10%
Cc1ccc(-c2cc3ccccc3nc2N)cc1,x,-1%,26µM*
CC1CCC(NC(=O)CCS(=O)(=O)c2ccc3c(c2)CCN3C(=O)C2CC2)CC1 (stereo unspecified),1%,-3%,0%
COc1ccc(CN2C(=O)c3cccnc3C2=O)cc1S(=O)(=O)N(C)Cc1ccco1,3%,-14%,0%
CC(C)Oc1ccc(-c2nn(-c3ccccc3)cc2/C=c2\sc3ncnn3c2=O)cc1,0%,-3%,x
CC(=NNC(=O)c1ccc(NS(=O)(=O)c2ccc(Br)cc2)cc1)c1cccnc1,2%,-1%,-22%
CCCCOc1ccc(N(CC(=O)NCC2CCCO2)C(=O)CCC(=O)Nc2cc(C)ccn2)cc1 (stereo unspecified),7%,-2%,u
COc1ccc(NC(=O)NNC(=O)COc2ccc3ccccc3c2)cc1,0%,-8%,12%
Cc1ccc(C(=O)Nc2c(-c3ccccc3)nc3ccccn23)cc1C,6%,-11%,u
CCOC(=O)c1cnn(-c2ccccc2)c1NC(=O)CN1CCCCC1,x,1%,-9%
Oc1ccc2c(c1)C1CCCC1(N1CCOCC1)O2 (stereo unspecified),-1%,-20%,u
Cc1csc(NC(=O)c2c(O)c3cccc4c3n(c2=O)CCC4)n1,4%,-5%,x
CCC(=O)Nc1ccc2c(c1)ncn2-c1ccccc1OC,3%,-3%,7%
O=C(O)c1cccc2c1C(=O)N(Cc1ccncc1)C2,2%,-1%,-4%
CN(C)/C=N/S(=O)(=O)c1ccc(Cl)cc1,-8%,0%,13%
O=C(NCc1ccccc1)c1cccc(COc2ccc3c(c2)CCC3)c1,-2%,-11%,u
COc1cccc(NC(=O)C(=O)NCC2CCCN2S(=O)(=O)c2ccccc2)c1 (stereo unspecified),2%,-7%,u

# Not all compounds are listed. The share of hits here may be higher or lower than overall.
